Rv3671c protease = Rv3671c serine protease inhibitors, primary screen, biochemical, fluorescence polarization, M. tuberculosis H37Rv. inhibition, % at 5.96 µM. P9WHR9. 0.048% of 320,000 active; in the data active = inhibition above about 38%;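 also: extracellular domain of Rv3671c used as enzyme; 0% = enzyme with DMSO and 100% = no enzyme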
Target sequence (P9WHR9 whole entry, looked up, the tested form may be a part): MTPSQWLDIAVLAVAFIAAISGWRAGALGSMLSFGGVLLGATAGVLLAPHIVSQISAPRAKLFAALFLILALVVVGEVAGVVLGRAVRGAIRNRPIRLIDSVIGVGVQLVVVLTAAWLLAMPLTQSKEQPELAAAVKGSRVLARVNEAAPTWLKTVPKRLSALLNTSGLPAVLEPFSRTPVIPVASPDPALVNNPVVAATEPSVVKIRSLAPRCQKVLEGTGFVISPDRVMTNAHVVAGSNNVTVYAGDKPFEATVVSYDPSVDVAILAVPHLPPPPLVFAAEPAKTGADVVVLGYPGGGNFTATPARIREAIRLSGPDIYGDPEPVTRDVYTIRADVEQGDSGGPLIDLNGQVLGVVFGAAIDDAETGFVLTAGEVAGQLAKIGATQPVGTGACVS
GDH-TPI counter = GDH-TPI coupling enzyme inhibitors, primary screen, artefact control for M. tuberculosis FBA inhibitor project, biochemical, absorbance, full deck; GDH-TPI coupled enzyme counterscreen, NADH absorbance; inhibition, % at 4.8 µM; 1.2% of 360,000 active; AID 588335, 2011; in the data active = inhibition above about 30%;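 also: 0% = DMSO wells and 100% = wells lacking the enzyme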
Mtb UGM inh = M. tuberculosis UGM enzyme inhibitors, primary screen, biochemical, fluorescence polarization, single point; purified UGM, fluorescence polarization probe displacement; inhibition, % at 10 µM; 0.06% of 320,000 active; in the data active = inhibition above about 10%, passing the limit was not always enough; inconclusive = no clear call, values can overlap the other calls
PrPC surface inh = inhibitors of human cell surface prion protein PrPC, primary screen, cell-based, TR-FRET; AID 720596, 2013; TR-FRET read-out; inhibition, % at 13.8 µM; 0.43% of 370,000 active; Major prion protein (Homo sapiens), P04156; in the data active = inhibition above about 24%; also: 0% = median of the test wells and 100% = reference compound wells
Mtb BioA inh = M. tuberculosis BioA enzyme inhibitors, primary screen, biochemical, plate reader, single point, HTS | 7,8-diaminopelargonic acid synthase BioA (Mycobacterium tuberculosis) | AID 602481, 2012 | 0.096% of 360,000 active | inhibition, % at 9.99 µM | purified M. tuberculosis BioA enzyme; in the data active = inhibition above about 40%; inconclusive = no clear call, values can overlap the other calls
FadD28 binding = inhibitors of FadD28 bisubstrate probe binding, primary screen, biochemical, fluorescence polarization, single point; inhibition, % at 12.5 µM; 0.22% of 360,000 active; in the data active = inhibition above about 8.5%, passing the limit was not always enough; inconclusive = no clear call, values can overlap the other calls
FBA Mtb inh = Mtb FBA enzyme inhibitors, primary screen, biochemical, fluorescence, strain H37Rv; purified M. tuberculosis FBA, fluorescence read-out; inhibition, % at 1 µM; 2.3% of 360,000 active; AID 588726, 2011; in the data active = inhibition above about 27%;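 also: 0% = vehicle and 100% = reference inhibitor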
Target sequence (P9WQA3 whole entry, looked up): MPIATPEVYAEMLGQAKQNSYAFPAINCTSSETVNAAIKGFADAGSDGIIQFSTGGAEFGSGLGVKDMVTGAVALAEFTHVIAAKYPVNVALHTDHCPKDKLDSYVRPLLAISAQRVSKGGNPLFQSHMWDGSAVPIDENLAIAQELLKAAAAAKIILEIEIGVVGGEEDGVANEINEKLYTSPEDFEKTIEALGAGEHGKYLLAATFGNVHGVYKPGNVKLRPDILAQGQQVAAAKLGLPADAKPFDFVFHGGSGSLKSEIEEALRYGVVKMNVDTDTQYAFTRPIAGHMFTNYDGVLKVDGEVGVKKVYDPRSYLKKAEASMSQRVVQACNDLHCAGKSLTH
BoNT-F LC inh = BoNT/F light chain protease inhibitors, primary screen, biochemical, flow cytometry, MLPCN library | Multiplex microsphere protease cleavage assay | inhibition, % at 10 µM | 0.22% of 360,000 active; in the data active = inhibition above about 35%, passing the limit was not always enough; inconclusive = no clear call, values can overlap the other calls; also: plate controls were buffer without enzyme for full effect and enzyme alone for no effect
MazF activator = activators of E. coli MazEF toxin-antitoxin RNase, primary screen, biochemical, fluorescence, uHTS. AID 504720, 2011. FAM/BHQ RNA-DNA oligo cleavage fluorescence, 5 h. activation, % at 20 µM. 0.32% of 350,000 active. Endoribonuclease toxin MazF (Escherichia coli (strain K12)), P0AE70; in the data active = activation above about 50%
Target sequence (P0AE70 whole entry, looked up): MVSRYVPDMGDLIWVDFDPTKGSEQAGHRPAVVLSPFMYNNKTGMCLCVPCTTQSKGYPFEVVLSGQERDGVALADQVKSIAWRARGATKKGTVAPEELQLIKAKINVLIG
Starred values were filed as active, the others as inactive; ? = inconclusive; . = no result given; & = joins results of further samples.

mol | Rv3671c protease | GDH-TPI counter | Mtb UGM inh | PrPC surface inh | Mtb BioA inh | FadD28 binding | FBA Mtb inh | BoNT-F LC inh | MazF activator
CSc1cccc(NC(=O)C2CCN(S(=O)(=O)c3cnc[nH]3)CC2)c1 | 4 | -1 | -0.2 | 1 | 2.9 | 0.9 | -1 | -1 | 9
COC(=O)c1c(NC(=O)CN2CCN(Cc3ccc4c(c3)OCO4)CC2)sc(C)c1C | 8 | 10 | 1.2 | -8 | -7.1 | -0.6 | 1 | -9 | 22
Cc1ccc(-n2nc3c(=O)n(CC(=O)NCCC4=CCCCC4)nc(C)c3c2C)cc1 | -6 | 12 | 0.2 | 6 | 2.5 | 0.5 | 4 | -2 | 6
CCn1nnc(NC(=O)C(c2ccccc2)c2ccccc2)n1 | 7 | 2 | 1.7 | 0 | -0.8 | -2.4 | 7 | -1 | 8
O=C(Nc1ncn[nH]1)c1cc(S(=O)(=O)Nc2ccc(Cl)cc2)ccc1Cl | 9 | 6 | 1.4 | 6 | . | -2.4 | 1 | -4 | -1
COc1ccc(C(C)=O)cc1CSc1nnc(-c2ccncc2)n1C | -4 | 24 | -6.0 | -9 | 12 | -1.6 | 4 | -12 | -7
CCCCN(CCCC)C(=O)C[n+]1cccc(/C=N/O)c1 | 6 | 1 | 3.2 | 7 | -0.1 | -2.8 | 5 | -6 | 5
CC(C)CC(=O)N[C@H](C(=O)N[C@H](C(=O)N[C@@H](CC(C)C)[C@@H](O)CC(=O)N[C@@H](C)C(=O)N[C@@H](CC(C)C)[C@@H](O)CC(=O)O)C(C)C)C(C)C | 8 | -1&-1 | . | -7&0 | 0.1&-1.0 | 0.1&-0.4 | 1&0 | 0&5 | 11
CC(C)[C@H](NC(=O)N1c2ccccc2NC(=O)[C@@H]1C(C)C)C(=O)N[C@@H](Cc1c[nH]c2ccccc12)C(=O)O | -3 | 9 | 2.0 | -3 | -0.6 | 0.1 | 5 | 6 | -3
CCOC(=O)Cc1csc(NC(=O)c2cc(C)on2)n1 | -1 | 12 | -0.1 | 2 | 0.4 | -0.9 | -1 | -1 | 3
Cc1ccccc1S(=O)(=O)Nc1nc2ccccc2nc1N1CCOCC1 | -5 | 10 | 1.1 | -6 | -0.3 | -3.7 | 14 | -23 | -6
COc1ccc(C(=O)NCc2ccccc2CN2CCCC2)cc1S(=O)(=O)Nc1ccc(C)cc1 | 2 | 0 | 2.3 | -9 | 0.6 | -2.3 | 0 | ? | 1
CN1Cc2c(N3CCOCC3)nc(SCCC#N)c(C#N)c2CC1(C)C | -5 | 15 | 2.6 | -8 | -1.9 | 0.5 | -5 | -6 | 11
Cc1ccc(OCC(=O)NCCCNC(=O)c2ccc(C)nc2)cc1 | 10 | -3 | -1.3 | -2 | 1.6 | 0.6 | 2 | -4 | -2
Cc1ccc(-c2cc(-c3n[nH]c(=S)n3C)c3ccccc3n2)cc1 | 0 | 10 | -4.1 | 0 | . | -1.5 | 5 | -1 | -2
CC(=O)Nc1ccc(S(=O)(=O)N2CCN(c3nnnn3-c3ccccc3)CC2)cc1 | 2 | -4 | 0.4 | 8 | . | 0.1 | 3 | -1 | -2
C=CCOc1ccc(CNCCO)cc1OCC | -5 | 4 | 0.6 | -1 | -2.2 | -0.8 | 3 | -1 | -1
COc1ccccc1S(=O)(=O)N(C)C[C@H]1OCc2cnnn2CCCC(=O)N([C@H](C)CO)C[C@@H]1C | . | 7 | . | -1 | 1.1&0.9 | -1.0 | -2 | -3 | 10
N#Cc1cccc(NCC(=O)Nc2cccc(S(=O)(=O)N3CCCCC3)c2)c1 | -1 | 9 | -2.1 | 23 | -0.6 | 0.5 | 4 | -8 | 5
Cc1ccc(C2C(C=Nc3c(C)n(C)n(-c4ccccc4)c3=O)=C(c3ccccc3)Oc3ccccc32)cc1 (stereo not given) | 2 | 28 | 5.6 | -2 | -0.1 | 1.4 | 1 | -6 | 6
CC1=C([N+](=O)[O-])C(c2ccc(O)c(O)c2)NC(=O)N1 (stereo not given) | 1 | 12 | -3.5 | -13 | -2.4 | -0.5 | 5 | -16 | -2
O=C(CSc1cccc2cccnc12)NCc1ccco1 | 3 | 6 | -1.9 | -11 | -1.7 | -5.0 | 24 | -7 | 0
CC(=O)Nc1ccc(NC2=C/C(=N/S(=O)(=O)c3cccs3)c3ccccc3C2=O)cc1 | -178 | -8 | 0.6 | -1 | . | 0.3 | -2 | -10 | -1
CC1(C)CC[C@]2(C(=O)O)CC[C@]3(C)C(=CC[C@@H]4[C@@]5(C)CC[C@H](O[C@@H]6O[C@H](C(=O)O)[C@@H](O)[C@H](O[C@@H]7OC[C@H](O)[C@H](O)[C@H]7O)[C@H]6O)C(C)(C)[C@@H]5CC[C@]43C)[C@@H]2C1 | 0 | -5 | 2.2 | -1 | 1.4 | -1.6 | 4 | 4 | 3
CCc1nnc(NC(=O)C2CCN(S(=O)(=O)Cc3ccccc3)CC2)s1 | 2 | 1 | -0.1 | -1 | -2.8 | 0.3 | 35* | 9 | -4
CN1C(=O)C(=Cc2ccc(OCCN(C)c3ccccn3)cc2)C(=O)N(C)C1=O | -5 | 2 | 2.2 | 0 | . | -0.3 | 2 | -5 | 7
Cc1oncc1C(=O)Nc1ccc2ccccc2c1 | . | -3 | . | 9 | 0.0 | -2.9 | -1 | 5 | 2
CCn1cc(CN2CCN(CCc3ccccc3)C(CCO)C2)c(C)n1 (stereo not given) | 5 | 4 | 3.5 | -6 | . | -0.8 | 5 | -6 | 1
COc1ccccc1CC(=O)Nc1cccc2c1CCCC2 | 0 | 11 | -1.2 | -1 | -1.4 | -1.5 | 1 | -4 | -7
COC(=O)C1=NN(C(=O)c2ccccc2)C(O)(c2ccc([N+](=O)[O-])cc2)C1 (stereo not given) | . | -6 | -1.4 | -15 | 5.4 | -3.6 | -4 | 17 | 0
Cn1c(=O)c2c(nc(N3CCCCC3)n2CC(O)COc2ccccc2)n(C)c1=O (stereo not given) | 5 | -6 | -0.1 | 8 | -0.9 | -2.5 | -1 | ? | 5
CCOC(=O)c1ccc(/C=C2/C=C(c3ccccc3)N(c3ccc(Cl)c(C(=O)O)c3)C2=O)cc1 | -29 | 26 | -3.4 | 12 | 1.7 | -3.5 | 1 | 10 | 16

In a second layout: six of the compounds above
Results follow in this order: Rv3671c protease, GDH-TPI counter, Mtb UGM inh, PrPC surface inh, Mtb BioA inh, FadD28 binding, FBA Mtb inh, BoNT-F LC inh, MazF activator
CCc1nnc(NC(=O)C2CCN(S(=O)(=O)Cc3ccccc3)CC2)s1
 : 2, 1, -0.1, -1, -2.8, 0.3, 35*, 9, -4
CN1C(=O)C(=Cc2ccc(OCCN(C)c3ccccn3)cc2)C(=O)N(C)C1=O
 : -5, 2, 2.2, 0, ., -0.3, 2, -5, 7
Cc1oncc1C(=O)Nc1ccc2ccccc2c1
 : ., -3, ., 9, 0.0, -2.9, -1, 5, 2
CCn1cc(CN2CCN(CCc3ccccc3)C(CCO)C2)c(C)n1 (stereo not given)
 : 5, 4, 3.5, -6, ., -0.8, 5, -6, 1
COc1ccccc1CC(=O)Nc1cccc2c1CCCC2
 : 0, 11, -1.2, -1, -1.4, -1.5, 1, -4, -7
COC(=O)C1=NN(C(=O)c2ccccc2)C(O)(c2ccc([N+](=O)[O-])cc2)C1 (stereo not given)
 : ., -6, -1.4, -15, 5.4, -3.6, -4, 17, 0

(list continues)
mol | Rv3671c protease | GDH-TPI counter | Mtb UGM inh | PrPC surface inh | Mtb BioA inh | FadD28 binding | FBA Mtb inh | BoNT-F LC inh | MazF activator
CC1CC(C)CN(CC(=O)N2CCc3[nH]c4ccccc4c3C2)C1 (stereo not given) | 8 | 7 | -5.7 | 0 | 2.5 | -1.1 | 1 | -28 | 7
CS(=O)(=O)N(CC(=O)NCc1ccco1)c1cccc([N+](=O)[O-])c1 | 0 | -2 | -0.2 | -8 | -0.6 | -1.3 | -1 | 2 | 1
CCC1(C(=O)OC)NC(c2ccco2)C2C(=O)N(c3ccc(F)cc3)C(=O)C21 (stereo not given) | 3 | -1 | 0.5 | -5 | . | -2.0 | -1 | 0 | 10
CCc1ccc(CNC(=O)C2CCCN(c3nn4c(=O)cc(C)nc4s3)C2)cc1 (stereo not given) | 11 | -4 | 1.1 | 2 | 0.2 | 0.9 | -6 | -8 | 12
Cc1c(C(=O)NC(=S)Nc2ccc(NC(=O)c3cccs3)cc2)cccc1[N+](=O)[O-] | -75 | -1 | 3.6 | -5 | . | -1.1 | 9 | 4 | 7
Cc1cc(Nc2cccc(Cl)n2)n(-c2ccccc2)n1 | 0 | 5 | -1.3 | -1 | 0.2 | -2.1 | 3 | -7 | 4
CCOc1ccccc1OCC(=O)Nc1ccc(S(=O)(=O)Nc2nc(C)cc(C)n2)cc1 | -5 | -2 | -0.6 | 7 | -1.4 | -4.1 | 0 | -3 | -10
CC(=O)OCc1cc(-c2nc3ccccc3[nH]c2=O)nn1-c1ccc(Cl)cc1 | -3 | 17 | 1.3 | -7 | . | -1.7 | 9 | -5 | 0

Ordered by heavy-atom count (smallest number first): some entries from above.
mol | Rv3671c protease | GDH-TPI counter | Mtb UGM inh | PrPC surface inh | Mtb BioA inh | FadD28 binding | FBA Mtb inh | BoNT-F LC inh | MazF activator
CS(=O)(=O)N(CC(=O)NCc1ccco1)c1cccc([N+](=O)[O-])c1 | 0 | -2 | -0.2 | -8 | -0.6 | -1.3 | -1 | 2 | 1
CCn1cc(CN2CCN(CCc3ccccc3)C(CCO)C2)c(C)n1 (stereo not given) | 5 | 4 | 3.5 | -6 | . | -0.8 | 5 | -6 | 1
CCC1(C(=O)OC)NC(c2ccco2)C2C(=O)N(c3ccc(F)cc3)C(=O)C21 (stereo not given) | 3 | -1 | 0.5 | -5 | . | -2.0 | -1 | 0 | 10

Additional entries.
mol | Rv3671c protease | GDH-TPI counter | Mtb UGM inh | PrPC surface inh | Mtb BioA inh | FadD28 binding | FBA Mtb inh | BoNT-F LC inh | MazF activator
Cc1nnc(NCc2ccco2)s1 | -4 | 0 | -0.6 | -3 | -1.6 | -2.3 | 2 | -7 | 4
N#C/C(=C/c1cn(-c2ccccc2)nc1-c1cccc(OCc2ccc(F)cc2)c1)C(=O)NCCCn1ccnc1 | -22 | 11 | 1.4 | 2 | . | -1.2 | 1 | -7 | -9
O=C1OC(c2ccccc2)=N/C1=C\C=C\c1ccco1 | 5 | 24 | -0.1 | -2 | . | 1.1 | 0 | -1 | -10
COc1cccc(N(C(=O)c2ccn[nH]2)C2(C(=O)Nc3c(C)cccc3C)CCCCC2)c1 | 1 | 2 | 1.4 | -10 | -0.1 | -3.5 | -3 | 11 | -18
Cc1c(Cl)cccc1Nc1nc(N)nc(CSCCO)n1 | . | 1 | . | -3 | . | -1.9 | -1 | -19 | 2
Cc1ccc(CCNC(=O)C2CC(c3cccc(F)c3)=NO2)cc1 (stereo not given) | -9 | -15 | -0.1 | 4 | -0.7 | -5.6 | 3 | 2 | 1
O=C(CN1CCOCC1)Nc1ccc(NC(=O)c2ccccc2F)cc1 | -2 | 2 | -1.3 | -5 | -0.3 | -1.9 | 2 | -1 | 12
COc1cc(OC)cc(-c2nnc(SCC(=O)Nc3ccc(C(=O)O)cc3)s2)c1 | -12 | 4 | 0.2 | -3 | . | -4.4 | -2 | 1 | -8
CN1CCN(c2ncc3c(n2)CC(c2ccccc2F)CC3=O)CC1 (stereo not given) | 0 | 4 | 0.6 | 1 | . | -1.9 | -1 | ? | 5
COc1ccc2c(c1)NC1(O)c3ccccc3C(=O)C21O (stereo not given) | 7 | 6 | 0.5 | 5 | -1.7 | -1.8 | 2 | 0 | -5
Cc1ccccc1C(=O)O/N=C(\N)c1ccc([N+](=O)[O-])cc1 | 1 | 11 | 0.2 | -6 | 3.8 | 0.0 | -1 | ? | 9

Compound activity as filed in PubChem BioAssay.
